Screening data deposited in PubChem by The Scripps Research Institute Molecular Screening Center.
PAFAH2 FP inh – PAFAH2 enzyme inhibitors, primary screen, biochemical, fluorescence polarization, human | recombinant PAFAH2, FP-rhodamine activity probe | Platelet-activating factor acetylhydrolase 2, cytoplasmic (Homo sapiens), Q99487 | 340,000 compounds, 0.99% hits | AID 492956, 2010 | inhibition, % at 3.39 µM;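 active = inhibition above the mean over all tested compounds plus 3 SD, cut at about 30% in these data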;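 also: inhibitors block probe labeling of enzyme so polarization drops; 0% = enzyme with DMSO and 100% = wells lacking PAFAH2 protein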
PAFAH1B2 inh – PAFAH1B2 enzyme inhibitors, primary screen, biochemical, fluorescence polarization, human. inhibition, % at 3.39 µM. recombinant PAFAH1B2, FP-rhodamine activity probe. 340,000 compounds, 1.2% hits;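 active = inhibition above the mean of all tested compounds plus 3 SD, cut at about 24% in these data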;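 also: 0% = enzyme with DMSO and 100% = wells lacking PAFAH1B2; many of its hits are not listed in these tables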
Target sequence (P68402 whole entry, looked up): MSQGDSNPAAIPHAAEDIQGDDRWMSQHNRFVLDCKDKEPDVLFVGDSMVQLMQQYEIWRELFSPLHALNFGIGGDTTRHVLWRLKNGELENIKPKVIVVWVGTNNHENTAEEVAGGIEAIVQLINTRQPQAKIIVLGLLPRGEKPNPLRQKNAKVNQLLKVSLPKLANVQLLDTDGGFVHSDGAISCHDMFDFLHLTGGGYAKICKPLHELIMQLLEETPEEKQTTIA
PAFAH1B3 FP inh – PAFAH1B3 enzyme inhibitors, primary screen, biochemical, fluorescence polarization, human. Platelet-activating factor acetylhydrolase IB subunit alpha1 (Homo sapiens), Q15102. recombinant PAFAH1B3, FP-rhodamine probe. inhibition, % at 3.39 µM. 340,000 compounds, 0.28% hits. AID 492972, 2010;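 active = inhibition above the screen-wide average of all tested compounds plus 3 SD, cut at about 25% in these data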;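 also: 0% = enzyme with DMSO only and 100% = wells lacking PAFAH1B3 protein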
Target sequence (Q15102 whole entry, looked up): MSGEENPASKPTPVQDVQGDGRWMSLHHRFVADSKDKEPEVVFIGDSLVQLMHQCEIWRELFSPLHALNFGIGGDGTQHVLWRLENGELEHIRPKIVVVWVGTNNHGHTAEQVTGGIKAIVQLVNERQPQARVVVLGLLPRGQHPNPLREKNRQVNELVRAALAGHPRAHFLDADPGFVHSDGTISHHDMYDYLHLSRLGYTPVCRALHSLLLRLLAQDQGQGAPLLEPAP
* marks the source's active call; other numbers are inactive results. Not all compounds are listed; the hit share may differ from the screen's.

| SMILES | PAFAH1B2 inh | PAFAH2 FP inh | PAFAH1B3 FP inh |
| --- | --- | --- | --- |
| CN(C)c1cccc(C(=O)OCC(=O)c2ccc[nH]2)c1 | 4 | 25 | 9 |
| COCCOC(=O)C1=C(C)NC(=S)NC1c1ccc(OCC(=O)N2CC(C)OC(C)C2)c(OC)c1 (stereo not drawn) | 3 | -3 | 7 |
| Cc1cc(/C=C2\SC(=S)N(Cc3ccco3)C2=O)c(C)n1-c1cccnc1 | 7 | 6 | 5 |
| Cc1ccc(-n2ncc3c2CC(C)(C)CC3NC(=O)CCn2cncn2)cc1 (stereo not drawn) | -1 | 6 | 8 |
| O=C(NC1CCCCC1)C1CCC(CNS(=O)(=O)c2ccccc2)CC1 (stereo not drawn) | 8 | -2 | 3 |
| COc1ccc(NC(=O)c2ccccc2NC(=O)C2CC=CCC2C(=O)O)cc1 (stereo not drawn) | 1 | 0 | 8 |
| CCc1cccc(OCCOC(=O)CNS(=O)(=O)c2ccc(NC(C)=O)cc2)c1 | 4 | 0 | -1 |
| CN1OC[C@@H]2CN(C(=O)CCc3ccccc3)[C@H](c3cccc(-c4ccc(C#N)cc4)c3)C[C@@H]21 | 8 | -2 | 9 |
| CN1CCN(S(=O)(=O)c2ccc(N3CCN(c4ccccc4O)CC3)c([N+](=O)[O-])c2)CC1 | 3 | 2 | -6 |
| CCN(CC)C1CCN(C(=O)c2ccc3nc(Cc4ccc(OC)cc4)oc3c2)C1 (stereo not drawn) | -1 | -1 | -8 |
| CC(C)C(=O)N1CCC(n2nccc2NC(=O)CCOc2ccccc2)CC1 | -1 | 1 | 5 |
| CN(Cc1cccc2cnccc12)C(=O)c1cc(COc2ccc(F)cc2F)on1 | 2 | 7 | 2 |
| COc1c2c(c3c(c1OC)c(=O)c1ccccc1n3C)OCO2 | 8 | 0 | 9 |
| CCCCCCCCNS(=O)(=O)CCNC1CC1 | 5 | -2 | -1 |
| Cc1nc(C)n(C(C)CNC(=O)c2ccccc2)n1 (stereo not drawn) | 2 | 1 | -2 |
| O=C1Nc2ccccc2C1=Nc1ccccc1-c1ccccc1 | 10 | 5 | 6 |
| COC1C=COC2(C)Oc3c(C)c(O)c4c(O)c(c(CN5CCN(C)CC5)c(O)c4c3C2=O)NC(=O)C(C)=CC=CC(C)C(O)C(C)C(O)C(C)C(OC(C)=O)C1C (stereo not drawn) | 0 | 8 | 7 |
| O=C(O)c1ccc([N+](=O)[O-])cc1Sc1ccsc1 | 8 | -1 | 5 |
| COc1ccc2c(COC(=O)[C@@H]3CCCN3S(=O)(=O)c3ccc(Cl)cc3)cc(=O)oc2c1 | 4 | 6 | 7 |
| CCn1c(COc2ccccc2C)nnc1SCC(=O)Nc1ccc2c(c1)OCCO2 | -1 | 3 | -3 |
| S=c1sscc1-c1ccccc1 | 10 | 10 | 3 |
| CN(C(=O)c1ccc(NC(=O)Cc2ccc(NC(=O)C3CCCN(C(=O)CCc4ccccc4)C3)cc2)cc1)C1CCCC1 (stereo not drawn) | 4 | 3 | 4 |
| O=C(COC(=O)c1cccc(S(=O)(=O)N2CCCC2)c1)Nc1ccccc1C(F)(F)F | 1 | 45* | -3 |
| CCOCCCNc1ncnc2c1nc1n2CCCC1 | 1 | 1 | 15 |
| O=C(COc1ccc(Cl)cc1)NC1CC1 | 1 | -3 | 9 |
| Cc1cc(=O)n2c3c(c4c(cc13)c(CN(C)C)cc(=O)n4C)OC2 | 6 | 6 | 12 |
| CC(c1ccccc1)N1CC(C(=O)N2CCN(Cc3ccc(C#N)cc3)CC2)CC1=O (stereo not drawn) | 8 | 2 | 0 |
| C=CCN=c1scc(-c2ccc3c(c2)NC(=O)CO3)n1/N=C(\C)c1ccccn1 | 0 | -2 | 1 |
| COc1ccc(C(=Cc2ccccc2)C(=O)O)cc1 | 1 | 5 | 6 |
| COc1ccccc1N(CC(=O)NC1CCCC1)C(=O)CCCC(=O)Nc1ccccn1 | 0 | 4 | 0 |
| OCCN1CCN(c2ncnc3scc(-c4ccc(F)cc4)c23)CC1 | 5 | -8 | 8 |
| Cc1nc2cc(-c3ccc(Br)cc3)[nH]n2c(=O)c1Cl | 22 | 1 | 11 |
| COC(=O)c1sccc1NC(=O)/C=C\c1ccc(Cl)cc1Cl | 1 | 1 | 9 |
| C=C(C)C1CC=C(C)C(=NNC(=O)c2ccncc2)C1 (stereo not drawn) | 9 | 2 | 2 |
| CC1CC(C)C(=NNC(N)=O)C(C(O)CC2CCC(=O)NC2=O)C1 (stereo not drawn) | 5 | 2 | 8 |
| CC(=O)c1ccc2c(c1)c(C#N)c1ccccc1[n+]2[O-] | 4 | 1 | 4 |
| CC(C)(C)OC(=O)N(CCc1ccccc1)Cc1cccc(OCc2cccc(NC(=O)C3CC3)c2)c1 | -4 | -16 | -3 |
| CC(Sc1nnnn1C1CC1)C(=O)Nc1cccc(S(=O)(=O)N2CCOCC2)c1 (stereo not drawn) | -4 | 1 | 4 |
| Fc1ccccc1CNCC1CCCO1 (stereo not drawn) | -1 | -6 | 6 |
| C=CCn1c(C)c(C(=O)OCC)c2cc(O)c3ccccc3c21 | 5 | 0 | 0 |
| COc1ccc(C(=O)Nc2ccc(N3CCOCC3)cc2)cc1S(=O)(=O)N1CCOCC1 | -9 | 3 | 7 |
| c1ccc(CN2CCN(C3=Nc4cccc5cccc3c45)CC2)cc1 | 5 | 5 | -3 |
| O=C(CC1C[C@H](C(=O)N2CCOCC2)[C@@]2(CCC3CCCC3)c3[nH]c4ccccc4c3CCN2C1=O)NCc1cccc(C(F)(F)F)c1 (stereo partly drawn) | 7 | -7 | 4 |
| CCOc1ccccc1NC(=O)N1CCCc2ccccc21 | 6 | 3 | 8 |
| CC(C)N1CCN(S(=O)(=O)c2ccccc2)c2ccccc21 | 6 | -3 | 6 |
| CN1CCN(c2ccc(-c3ccc4ccccc4n3)cc2)CC1 | 1 | 2 | 11 |
| Cc1cc(C)c2nc(Nc3nc(CSc4nc5ccccc5[nH]4)cc(=O)[nH]3)nc(C)c2c1 | 1 | -12 | -5 |
| COc1ccc(/C(O)=C2/C(=O)C(=O)N(c3ccccn3)C2c2ccc(F)cc2)cc1 (stereo not drawn) | 8 | 0 | 5 |

Another view of part of the listing above:
Results follow in this order: PAFAH1B2 inh | PAFAH2 FP inh | PAFAH1B3 FP inh
COc1ccc(C(=O)Nc2ccc(N3CCOCC3)cc2)cc1S(=O)(=O)N1CCOCC1
→ -9 | 3 | 7
c1ccc(CN2CCN(C3=Nc4cccc5cccc3c45)CC2)cc1
→ 5 | 5 | -3

(more compounds)
| SMILES | PAFAH1B2 inh | PAFAH2 FP inh | PAFAH1B3 FP inh |
| --- | --- | --- | --- |
| O=C1C(=NO)CC(c2ccccc2)N1c1ccccc1 (stereo not drawn) | 13 | 8 | 0 |
| Cc1ccc(NC(=O)COC(=O)C2(C)CC2(Cl)Cl)cc1S(=O)(=O)N1CCOCC1 (stereo not drawn) | -4 | 28 | 10 |
| CCOc1cccc(C2C(C(=O)c3ccc(C)o3)=C(O)C(=O)N2c2nnc(C)s2)c1 (stereo not drawn) | -6 | -6 | 9 |
| Cn1c(=O)c2c(nc(OC3CCCCCC3)n2C)n(C)c1=O | 4 | 16 | 0 |
| CCOC(=O)c1sc2nc(CC(=O)OC)nc(NCCN3CCOCC3)c2c1C | 3 | 5 | 3 |
| CCOC(=O)CNC(=O)Cn1cnc2c(nnn2-c2cccc(OC)c2)c1=O | 2 | 3 | 2 |
| CC(OC(=O)CN(C)S(=O)(=O)c1ccc(Cl)cc1)C(=O)Nc1ccc(N2CCOCC2)cc1 (stereo not drawn) | 13 | 5 | 9 |
| O=C(c1ccccc1CCc1ccccc1)N1CCCC1 | 9 | 6 | 6 |
| Cc1[nH][nH]c(=O)c1C(c1c(C)[nH][nH]c1=O)c1cn(Cc2ccccc2Cl)c2ccccc12 | 10 | 8 | 13 |
| COC(=O)c1ccc(CNC(=O)Cn2cc(C)c(=O)[nH]c2=O)cc1 | 5 | 2 | 0 |
| CCN(Cc1ccc(NC(C)=O)cc1)CC1CCCN(CCc2cccc(F)c2)C1 (stereo not drawn) | 1 | 2 | 4 |
| Cc1ccnc(NC(=O)c2cccc(NC(=O)c3ccc(Cl)cc3)c2)c1 | 0 | -7 | -4 |
| Cc1c(Cl)cccc1NC(=O)CSc1ncnc2c1cnn2CCO | 2 | -8 | 6 |
| Clc1ccc(-c2ccnc3nc(N4CCOCC4)nn23)c(Cl)c1 | 3 | -3 | 3 |
| CC1=NN(c2ccc(C)cc2)C(=O)/C1=C/c1ccc(-c2cc([N+](=O)[O-])ccc2O)o1 | 11 | 34* | 20 |
| Cn1c(-c2ccccc2)cnc1NCc1ccc(F)cc1 | 0 | 4 | 5 |
| COc1cc2c(cc1OC(C)=O)CCCCC2=O | 2 | 15 | 1 |
| C=CCCC1CN(CCCC)S(=O)(=O)c2c(F)cccc2O1 (stereo not drawn) | 9 | 0 | 3 |
| Cc1cc(C)cc(C(=O)Nc2cccc(NC(=O)c3ccco3)c2)c1 | -2 | -4 | 3 |
| CCOc1ccc(OCc2ccc(C(=O)N(C)c3ccccc3)o2)cc1 | 8 | 3 | 2 |
| NC1=NC(=O)C(=Cc2ccccc2)S1 | 0 | -6 | 13 |
| CN1CCN(C(=O)c2cc3cc(F)ccc3[nH]2)CC1 | 4 | -2 | 8 |
| C=CCn1c(NCc2ccco2)nc2ccccc21 | 6 | 0 | 3 |
| O=C(Cn1cc(COc2c(F)c(F)cc(F)c2F)nn1)c1ccc(O)cc1 | 5 | 8 | 11 |
| O=C(Nc1ccc([N+](=O)[O-])cc1NC(=O)c1ccccc1)c1ccccc1 | 4 | 1 | 2 |
| Cc1ccc(NC2=C(Cl)C(=O)OC2OC(=O)c2ccccc2C)cc1 (stereo not drawn) | 3 | 2 | 1 |
| COc1ccc(N(C)S(=O)(=O)c2cccc(C(=O)N3CCN(c4cccc(C)c4C)CC3)c2)cc1 | 0 | 4 | 0 |
| C/C(=N\NC(=O)C1CCCC1)c1ccc(Cl)cc1Cl | 0 | 3 | -4 |
| CCCCN1CC(COc2ccccc2)Oc2cccc(F)c2S1(=O)=O (stereo not drawn) | 0 | -4 | 5 |
| O=C(Nc1cccc(NC(=O)c2ccc(Br)o2)c1)c1ccccc1 | 0 | -13 | 6 |
| CC(=O)N1CCN(c2ccccc2NC(=O)c2cccc3c(Cl)cccc23)CC1 | 6 | 4 | -12 |
| O=C1CC(c2ccccc2)Oc2ccc(Cl)cc21 (stereo not drawn) | 3 | 9 | 3 |
| COc1ccccc1N1CCN(C(=O)c2c(-c3c(F)cccc3Cl)noc2C)CC1 | -1 | -3 | 7 |
| CCOc1ccc(S(=O)(=O)N2CCN(C3CC(=O)N(c4cccc(C(C)=O)c4)C3=O)CC2)cc1 (stereo not drawn) | -3 | 8 | 0 |
| CCNc1ncnc2[nH]ncc12 | 2 | 7 | 4 |
| COC(=O)[C@@H]1Cc2c([nH]c3ccccc23)C2CCC(=O)N21 (stereo partly drawn) | -7 | -19 | -11 |
| COc1ccc(NC(=O)COc2ccc(-n3cnnn3)cc2)cc1OC | 3 | 1 | 7 |
| COc1cccc(C2CC(c3ccccc3Cl)Nc3ncnn32)c1 (stereo not drawn) | 3 | 2 | 5 |
| O=C(NNC(=O)c1cccc2ccccc12)c1cccc(Br)c1 | 9 | 2 | 5 |
| CCOc1ccccc1CNc1ccc(O)cc1 | 21 | 35* | 26* |
| O=C(c1cc(Cl)ccc1Cl)N1CCN(Cc2ccccc2)CC1 | -1 | 4 | 5 |
| O=C1c2cccc3cc([N+](=O)[O-])cc(c23)C(=O)N1CCN1CCCC1 | 3 | 3 | 12 |
| Oc1ccc(C=NNC(=S)Nc2ccc(F)cc2)c(O)c1 | 11 | 29 | 23 |
| O=C1CCCc2cc3c(cc21)CCCC3 | 7 | 1 | 20 |

Reformatted: 14 of the compounds above
PAFAH1B2 inh,PAFAH2 FP inh,PAFAH1B3 FP inh,SMILES
0,3,-4,C/C(=N\NC(=O)C1CCCC1)c1ccc(Cl)cc1Cl
0,-4,5,CCCCN1CC(COc2ccccc2)Oc2cccc(F)c2S1(=O)=O (stereo not drawn)
0,-13,6,O=C(Nc1cccc(NC(=O)c2ccc(Br)o2)c1)c1ccccc1
6,4,-12,CC(=O)N1CCN(c2ccccc2NC(=O)c2cccc3c(Cl)cccc23)CC1
3,9,3,O=C1CC(c2ccccc2)Oc2ccc(Cl)cc21 (stereo not drawn)
-1,-3,7,COc1ccccc1N1CCN(C(=O)c2c(-c3c(F)cccc3Cl)noc2C)CC1
-3,8,0,CCOc1ccc(S(=O)(=O)N2CCN(C3CC(=O)N(c4cccc(C(C)=O)c4)C3=O)CC2)cc1 (stereo not drawn)
2,7,4,CCNc1ncnc2[nH]ncc12
-7,-19,-11,COC(=O)[C@@H]1Cc2c([nH]c3ccccc23)C2CCC(=O)N21 (stereo partly drawn)
3,1,7,COc1ccc(NC(=O)COc2ccc(-n3cnnn3)cc2)cc1OC
3,2,5,COc1cccc(C2CC(c3ccccc3Cl)Nc3ncnn32)c1 (stereo not drawn)
9,2,5,O=C(NNC(=O)c1cccc2ccccc12)c1cccc(Br)c1
21,35*,26*,CCOc1ccccc1CNc1ccc(O)cc1
-1,4,5,O=C(c1cc(Cl)ccc1Cl)N1CCN(Cc2ccccc2)CC1
